Screening data from PubChem.
HRas wt GTP bind: modulators of GTP binding to HRas wildtype, primary screen, biochemical, bead-based flow cytometry, multiplex; GST-Ras wt beads, Bodipy-FL-GTP binding; actives lie on both sides; GTP binding activity, % at 10 µM; 190,000 tested, 0.14% active;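 active means GTP binding activity at least 20% away from the 100% baseline, either lowered as inhibitor or raised as activator; inconclusive means flagged as likely green fluorescent, judged across all proteins in the well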;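 further: 0% = unlabeled GTP competition control and 100% = no-compound control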
Target sequence (P01112 whole entry, looked up): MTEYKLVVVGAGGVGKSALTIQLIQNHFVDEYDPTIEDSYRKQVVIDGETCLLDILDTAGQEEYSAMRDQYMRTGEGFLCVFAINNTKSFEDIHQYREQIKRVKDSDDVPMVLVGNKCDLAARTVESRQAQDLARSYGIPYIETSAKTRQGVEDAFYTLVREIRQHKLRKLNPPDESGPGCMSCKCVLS
Pf gametocyte: late stage P. falciparum gametocyte viability inhibitors, primary screen, ATP luminescence, HTS; P. falciparum stage V gametocytes, 24 h; inhibition, % at 10.9 µM; 150,000 tested, 0.065% active; AID 743093, 2013;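 active means inhibition above the mean plus 3 SD of compounds within the control limits, set per campaign, cut at about 38% in these data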;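 further: 0% = DMSO wells and 100% = medium only without gametocytes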
Avidin bead fluor: green autofluorescence of compounds with avidin beads – biophysical, 488/530 nm, flow cytometry, artefact control, profiling panel. compound fluorescence 488/530 nm; active compounds read high. 220,000 tested, 0.38% active. fluorescence (KMESF) at 10 µM; in the data active means fluorescence above about 47; further: inactives centre near 10
Cdc42 wt: modulators of GTP binding to wildtype Cdc42, primary screen, biochemical, multiplex bead flow cytometry, Bodipy-GTP; GST-Cdc42 beads; actives lie on both sides; percent activity (GTP binding), % at 10 µM; 190,000 tested, 0.2% active; Cell division control protein 42 homolog (Homo sapiens), P60953;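 active means percent activity GTP binding at least 20 points away from the 100% baseline, either down as inhibitor or up as activator; inconclusive means compound flagged as likely green fluorescent from well-wide comparison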;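 further: median bead fluorescence of bound Bodipy-FL-GTP at 100 nM; 0% = excess unlabeled GTP control and 100% = no compound control; below 100% means less GTP binding so inhibitor and above means activator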
Target sequence (P60953 whole entry, looked up): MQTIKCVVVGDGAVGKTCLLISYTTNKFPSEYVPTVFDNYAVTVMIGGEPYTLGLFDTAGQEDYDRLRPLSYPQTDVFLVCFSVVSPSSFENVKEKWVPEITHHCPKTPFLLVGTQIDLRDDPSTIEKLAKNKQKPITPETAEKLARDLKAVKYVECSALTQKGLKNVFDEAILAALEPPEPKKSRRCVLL
ABCB1 inh: ABCB1 efflux pump inhibitors, primary screen, cell-based, multiplex, flow cytometry, ABCG2 counter-screen. inhibition, % at 6.6 µM. CCRF-Adr cells, JC-1 efflux. 190,000 tested, 0.067% active. ATP-dependent translocase ABCB1 (Homo sapiens), P08183; in the data active means inhibition above about 40%;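 further: 0% = vehicle and 100% = reference inhibitor; higher value means more JC-1 retained so stronger ABCB1 efflux block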
Rac1 wt modul: wildtype Rac1 GTP binding modulators, primary screen, biochemical, GST-Rac1 beads, flow cytometry, multiplex; 190,000 tested, 0.27% active; GTP binding activity (% of control), % at 10 µM; AID 757, 2007; fluorescent GTP binding; actives lie on both sides; 0 = cold GTP competed, 100 = untreated;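 active means GTP binding activity at least 20 points away from the 100% control level, either lower or higher; inconclusive means compound flagged as likely green fluorescent, judged across all proteins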
Rac1 act GTP bind: GTP binding modulators of activated mutant Rac1, primary screen, biochemical, bead-based flow cytometry, multiplex, fluorescent GTP; GST-Rac1 activated beads; actives lie on both sides; 100% means binding = to untreated wells; percent activity (GTP binding), % at 10 µM; 190,000 tested, 0.11% active;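 active means GTP binding at least 20 percentage points away from the 100% baseline, in either direction, so actives lie on both sides; inconclusive means Compound likely fluorescent itself, or too few beads counted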
Rab2 wt GTP: modulators of GTP binding to Rab2A wildtype, primary screen, biochemical, dog, bead-based flow cytometry, multiplex. Ras-related protein Rab-2A (Canis lupus familiaris), P61105. GST-Rab2 wt beads, Bodipy-GTP binding. GTP binding activity, % at 10 µM. 190,000 tested, 0.19% active;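 active means GTP binding activity at least 20 points away from 100%, either lowered or raised; inconclusive means signal likely due to the compound's own green fluorescence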;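 further: 0% = beads with excess unlabeled GTP and 100% = no-compound control corrected for plate trend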
GSH fluor: compound fluorescence on glutathione beads, profiling panel, artefact control, biophysical, 488/530 nm, flow cytometry; AID 1776, 2009; fluorescence (KMESF) at 10 µM; GSH beads flow cytometry, compound fluorescence 488/530 nm; active compounds read high; 190,000 tested, 0.25% active; in the data active means fluorescence above about 89;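 further: glutathione beads carrying GST-tagged Bcl family fusion proteins plus one bare bead set; values are compound well signal with DMSO vehicle wells as background; inactives centre near 16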
Rab7 wt GTP bind: modulators of GTP binding to Rab7, primary screen, biochemical, wildtype, multiplex bead flow cytometry; GST-Rab7 beads, fluorescent GTP binding; actives lie on both sides; untreated = 100%, excess cold GTP = 0%; GTP binding activity (percent of control), % at 10 µM; 190,000 tested, 0.055% active;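 active means fluorescent GTP binding to Rab7 beads changed by at least 20 points from the 100% baseline, either direction, mostly lower; inconclusive means compound itself probably fluorescent, or too few beads counted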;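 further: median green fluorescence of bound Bodipy-FL-GTP per Rab7 bead population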
ABCG2 inh: ABCG2 efflux pump inhibitors, primary screen, multiplex with ABCB1, IgMXP3 cells, flow cytometry. Broad substrate specificity ATP-binding cassette transporter ABCG2 (Homo sapiens), Q9UNQ0. JC-1 efflux. inhibition, % at 6.6 µM. 190,000 tested, 0.1% active;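 active means inhibition above 80%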;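 further: 0% = DMSO and 100% = nicardipine control wells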
Target sequence (Q9UNQ0 whole entry, looked up): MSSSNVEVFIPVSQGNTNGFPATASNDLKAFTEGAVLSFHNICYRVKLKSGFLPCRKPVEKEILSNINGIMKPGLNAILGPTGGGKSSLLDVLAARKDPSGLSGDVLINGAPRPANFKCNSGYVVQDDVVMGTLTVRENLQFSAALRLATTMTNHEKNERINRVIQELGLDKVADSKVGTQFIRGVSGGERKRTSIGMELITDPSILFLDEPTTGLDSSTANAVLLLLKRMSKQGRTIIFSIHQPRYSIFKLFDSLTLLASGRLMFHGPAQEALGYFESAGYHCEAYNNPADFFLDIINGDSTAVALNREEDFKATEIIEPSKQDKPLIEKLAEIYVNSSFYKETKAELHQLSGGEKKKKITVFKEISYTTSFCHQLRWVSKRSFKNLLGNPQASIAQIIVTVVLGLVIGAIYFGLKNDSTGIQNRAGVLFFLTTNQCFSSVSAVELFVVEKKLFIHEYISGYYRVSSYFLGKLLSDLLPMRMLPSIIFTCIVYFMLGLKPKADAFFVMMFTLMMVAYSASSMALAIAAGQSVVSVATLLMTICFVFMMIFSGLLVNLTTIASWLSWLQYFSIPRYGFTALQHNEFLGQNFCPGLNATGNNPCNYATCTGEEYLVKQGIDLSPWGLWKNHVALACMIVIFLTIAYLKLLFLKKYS
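test system = two drug-resistant human cell lines, ABCG2 and ABCB1 | amount = 3 million cells/mL final, two lines in 1:1 ratio | reagent = JC-1 transporter substrate | doses = one concentration, 6.6 µM final | incubation = 10 min at 25 °C | signal = flow cytometric JC-1 green MFI at 530 nm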
Starred values were filed as active, the others as inactive; ? = inconclusive; . = not tested or not shown. Rows are unselected (roughly 1.1% active in at least one column).

No.	Molecule	HRas wt GTP bind	Pf gametocyte	Avidin bead fluor	Cdc42 wt	ABCB1 inh	Rac1 wt modul
1	NC(=O)c1nnsc1Sc1c(C(N)=O)nnn1-c1cccc(N)c1	96	-6	8	96	-0.2	98
2	COc1ccc(CCCc2nnc(SCC(=O)Nc3ncc(C)s3)o2)cc1	105	.	13	102	1.4	101
3	COc1cccc(COCC(O)Cn2cnc3cc(C)c(C)cc32)c1 (stereo not given)	100	.	6	98	2.0	97
4	Cc1ccc(C(=O)NCC(=O)OCC(=O)c2ccc3c(c2)OCCO3)cc1C	92	.	16	90	0.7	89
5	O=C(Nc1ccc(O)cc1)c1cccc(Oc2ccc([N+](=O)[O-])cc2)c1	99	11	11	101	0.3	102
6	CSc1ccc(CN2CCC(CO)(Cc3ccc(Cl)cc3)CC2)cc1	98	-22	11	98	1.7	98
7	COc1ccc(/C=C2\SC(=S)N(CCCC(=O)NNC(=O)c3ccccc3O)C2=O)cc1	80	0	9	78*	-1.2	79*
8	CCCOC(=O)c1[nH]c2c(c1C)C(=O)CC(c1cccs1)C2 (stereo not given)	100	.	7	100	0.1	103
9	O=C(CN1CC(c2ccccc2)CC1=O)Nc1ccc2c(c1)OCO2 (stereo not given)	100	.	6	100	0.7	100
10	CCOC(=O)c1oc2c(CN3CCN(C)CC3)c(O)ccc2c(=O)c1-c1ccc(Br)cc1	101	-15	189*	102	0.9	102
11	COC(=O)C1=C(C(=O)c2ccccc2)C(c2ccc(O)c(OC)c2)n2nnnc2N1 (stereo not given)	101	.	4	101	0.5	101
12	NNC(=O)c1cnn(Cc2ccccc2)c1N	100	.	9	101	0.0	99
13	O=[N+]([O-])c1cccc(/C([O-])=C(/C(=S)Nc2ccccc2F)[n+]2ccccc2)c1	96	.	7	95	1.4	97
14	CC(=O)OC(C(=O)NC1CCCCC1)c1cccc(F)c1 (stereo not given)	100	.	10	98	0.3	100
15	Cc1ccccc1NC(=S)N1CCCN(Cc2ccc(F)cc2)C1	98	14	10	99	0.4	98

No.	Rac1 act GTP bind	Rab2 wt GTP	GSH fluor	Rab7 wt GTP bind	ABCG2 inh
1	93	95	14	95	-1
2	98	101	25	103	9
3	97	102	10	107	22
4	91	90	13	95	4
5	98	100	13	100	2
6	97	97	11	101	10
7	87	80	65	92	2
8	100	102	35	104	1
9	96	98	13	99	5
10	100	100	20	104	4
11	100	99	16	98	2
12	97	99	20	100	-1
13	97	95	18	103	6
14	98	101	21	105	1
15	97	99	13	95	4

Next results follow.
No.	Molecule	HRas wt GTP bind	Pf gametocyte	Avidin bead fluor	Cdc42 wt	ABCB1 inh	Rac1 wt modul
16	Cc1c(Cl)c([N+](=O)[O-])nn1Cc1ccc(C(=O)N/N=C\c2cc(Cl)ccc2O)o1	?	-1	4	?	0.0	?
17	C=CCSC1=Nc2sccc2C2=NC(=O)CN12	93	13	4	93	-0.3	93
18	Cc1cccc2sc(NNC(=O)c3ccc(S(=O)(=O)N4CC(C)CC(C)C4)cc3)nc12 (stereo not given)	102	.	.	104	-0.4	109
19	Cc1nc2nc(-c3ccc(Cl)cc3)cn2nc1C	105	-1	11	107	0.2	110
20	CCOc1ccc(-c2nnn(CC#N)n2)cc1OC	101	.	20	102	0.3	102
21	O=C(CNCCc1ccc(Cl)cc1Cl)NCc1ccco1	98	8	11	97	-2.8	94
22	Cc1ccc2cc(C)c3nnc(SCC(=O)N4CCCc5ccccc54)n3c2c1C	98	.	12	100	4.5	99
23	O=S(=O)(Cc1ccccc1)NCc1ccccn1	103	.	16	102	-0.1	101
24	O=C(c1ccc(S(=O)(=O)c2ccccc2)cc1)N1CCc2ccccc2C1	103	18	13	101	2.2	102
25	Cc1n[nH]c(C)c1NC(=O)c1cc([N+](=O)[O-])ccc1Cl	99	-25	11	98	0.6	101
26	COC(=O)c1ccc(Cl)c(NC(=O)CSc2ncn[nH]2)c1	98	.	12	98	0.0	95
27	Cc1ccc(S(=O)(=O)C2(C(=O)N3CCCCCC3)CC2)cc1	99	-11	11	103	1.1	107
28	NS(=O)(=O)c1ccc(CCNC(=O)c2cccnc2)cc1	98	.	22	99	-0.3	102
29	O=C(Nc1ccccc1N1CCOCC1)c1cccs1	?	-3	23	?	0.6	?
30	CC(C)C[C@@H]1NC(=O)[C@H](Cc2ccc(O)cc2)NC(=O)c2cc([N+](=O)[O-])cc(I)c2NCCC[C@@H](C(N)=O)NC1=O	96	.	9	100	-0.8	102

No.	Rac1 act GTP bind	Rab2 wt GTP	GSH fluor	Rab7 wt GTP bind	ABCG2 inh
16	?	?	24	?	1
17	91	91	22	92	-1
18	102	102	17	96	0
19	102	104	11	102	4
20	99	99	24	95	1
21	91	96	16	104	-2
22	96	98	27	94	3
23	98	103	15	102	1
24	104	104	22	97	8
25	99	102	10	98	1
26	95	96	23	98	3
27	100	101	31	101	5
28	98	97	24	100	5
29	?	?	13	?	2
30	97	97	17	92	-1

More compounds follow.
No.	Molecule	HRas wt GTP bind	Pf gametocyte	Avidin bead fluor	Cdc42 wt	ABCB1 inh	Rac1 wt modul
31	COc1ccc(C)cc1-n1c(SCC(=O)Nc2cc(C)on2)nc2ccccc2c1=O	93	19	8	94	4.3	95
32	CCOC(=O)/C(=N\Nc1ccccc1Cl)N1CCN(c2ccccc2OC)CC1	93	13	12	93	0.4	96
33	CC(=O)OCC(=O)Nc1cc(S(=O)(=O)N2CCCCCC2)ccc1Cl	98	11	24	98	0.2	96
34	COc1ccc(C(=O)NC(=S)N2CCCCC2)cc1[N+](=O)[O-]	101	.	13	101	0.3	105
35	O=[N+]([O-])c1cc2c(cc1/C=N/n1c(-c3ccccc3)n[nH]c1=S)OCO2	97	.	8	98	-0.1	101
36	Cc1ccc(C(=O)NNC(=O)CCC(=O)Nc2cc(C)on2)cc1	98	.	13	108	0.0	107
37	COc1ccccc1-c1ccc(=O)n(CC(=O)NCC2CCCO2)n1 (stereo not given)	104	.	6	107	0.0	106
38	Cc1cccc(C)c1NC(=S)/C(=C(\[O-])c1cccs1)[n+]1ccccc1	99	1	4	101	-2.5	105
39	Cc1ccc(S(=O)(=O)N(CCC(=O)O)Cc2ccc(Cl)cc2)cc1	101	-21	6	100	-0.1	103
40	O=C(c1ccc(Cl)cc1Cl)C1(n2cncn2)Oc2ccccc2C1O (stereo not given)	100	.	8	99	0.0	106
41	O=S(=O)(NCCCCCNS(=O)(=O)c1ccccc1)c1ccccc1	103	-14	4	101	0.1	103
42	Cc1ccc(-n2cccc2/C=C2\C(=N)N3N=C(c4ccco4)SC3=NC2=O)cc1	?	.	10	?	0.1	?
43	O=C(NCC(F)(F)F)Nc1nnc(C(F)(F)F)s1	106	.	7	108	0.1	109
44	CCc1ccc(/C=C/c2c[nH]c3ccccc23)[n+](CC)c1	105	12	7	107	.	107
45	CCn1c(SCC(=O)N2CCCc3ccccc32)nnc1-c1ccco1	100	.	8	98	-0.4	104

No.	Rac1 act GTP bind	Rab2 wt GTP	GSH fluor	Rab7 wt GTP bind	ABCG2 inh
31	93	93	17	98	4
32	95	95	17	90	2
33	97	97	12	105	1
34	98	100	6	96	7
35	98	96	47	96	0
36	101	98	20	104	1
37	101	102	10	98	0
38	100	100	8	102	-7
39	97	97	39	101	0
40	95	96	40	98	2
41	101	103	38	100	0
42	?	?	11	?	1
43	103	102	4	106	2
44	103	104	11	104	1
45	102	101	43	100	4

Reformatted: entries from further up.
| no. | compound | HRas wt GTP bind | Pf gametocyte | Avidin bead fluor | Cdc42 wt | ABCB1 inh | Rac1 wt modul | Rac1 act GTP bind | Rab2 wt GTP | GSH fluor | Rab7 wt GTP bind | ABCG2 inh |
| --- | --- | --- | --- | --- | --- | --- | --- | --- | --- | --- | --- | --- |
| 19 | Cc1nc2nc(-c3ccc(Cl)cc3)cn2nc1C | 105 | -1 | 11 | 107 | 0.2 | 110 | 102 | 104 | 11 | 102 | 4 |
| 20 | CCOc1ccc(-c2nnn(CC#N)n2)cc1OC | 101 | . | 20 | 102 | 0.3 | 102 | 99 | 99 | 24 | 95 | 1 |
| 21 | O=C(CNCCc1ccc(Cl)cc1Cl)NCc1ccco1 | 98 | 8 | 11 | 97 | -2.8 | 94 | 91 | 96 | 16 | 104 | -2 |
| 22 | Cc1ccc2cc(C)c3nnc(SCC(=O)N4CCCc5ccccc54)n3c2c1C | 98 | . | 12 | 100 | 4.5 | 99 | 96 | 98 | 27 | 94 | 3 |
| 23 | O=S(=O)(Cc1ccccc1)NCc1ccccn1 | 103 | . | 16 | 102 | -0.1 | 101 | 98 | 103 | 15 | 102 | 1 |

More compounds follow.
No.	Molecule	HRas wt GTP bind	Pf gametocyte	Avidin bead fluor	Cdc42 wt	ABCB1 inh	Rac1 wt modul
46	CCN(C(=O)CSc1nc2nc(C)cc(C)n2n1)c1cccc(C)c1	102	-1	26	111	0.6	106
47	Cc1ccccc1CS(=O)(=O)Cc1ccc(C(=O)NCc2ccccn2)o1	100	.	4	102	-0.4	105
48	CCC(c1ccccc1)c1nc(-c2ccccn2)no1 (stereo not given)	100	.	7	100	-0.2	100
49	CC(=O)c1cccc(NC(=O)NNC(=O)c2ccc(Cl)cc2Cl)c1	99	1	6	99	0.5	100
50	CCn1c(=O)c(C(=O)NCc2ccc(OC)c(OC)c2)c(O)c2ccccc21	99	.	35	101	1.1	103
51	Cc1nnc(SCc2ccc(F)cc2)s1	102	-8	21	103	0.1	107
52	O=S1(=O)CCC(N2CCOCC2)C1 (stereo not given)	104	.	8	105	-0.2	105
53	COC(=O)c1ccc(CSc2nc(-c3ccccc3)cs2)o1	101	-6	9	100	0.1	101
54	O=c1c2ccccc2nnn1CSc1nnc2sc3ccccc3n12	97	.	17	100	0.8	99

No.	Rac1 act GTP bind	Rab2 wt GTP	GSH fluor	Rab7 wt GTP bind	ABCG2 inh
46	101	101	8	101	2
47	100	101	13	98	3
48	97	99	31	100	0
49	99	96	21	96	5
50	99	101	10	97	12
51	102	103	29	101	0
52	101	103	16	106	0
53	97	99	35	98	1
54	92	98	38	95	3
